NPY-Y1 antag: NPY-Y1 receptor antagonists, primary screen, cell-based; Neuropeptide Y receptor type 1 (Homo sapiens), P25929; HEK293-CNG Y1 cells, membrane potential fluorescence; NPY at EC95, then isoproterenol; inhibition, % at 3.6 µM; 200,000 tested, 1% active; AID 1040, 2008;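 active = inhibition above the campaign mean inhibition of all tested compounds plus 3 SD, cut at about 20% in these data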;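 also: 0% = DMSO wells given NPY plus isoproterenol and 100% = isoproterenol alone without NPY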
Target sequence (P25929 whole entry, looked up): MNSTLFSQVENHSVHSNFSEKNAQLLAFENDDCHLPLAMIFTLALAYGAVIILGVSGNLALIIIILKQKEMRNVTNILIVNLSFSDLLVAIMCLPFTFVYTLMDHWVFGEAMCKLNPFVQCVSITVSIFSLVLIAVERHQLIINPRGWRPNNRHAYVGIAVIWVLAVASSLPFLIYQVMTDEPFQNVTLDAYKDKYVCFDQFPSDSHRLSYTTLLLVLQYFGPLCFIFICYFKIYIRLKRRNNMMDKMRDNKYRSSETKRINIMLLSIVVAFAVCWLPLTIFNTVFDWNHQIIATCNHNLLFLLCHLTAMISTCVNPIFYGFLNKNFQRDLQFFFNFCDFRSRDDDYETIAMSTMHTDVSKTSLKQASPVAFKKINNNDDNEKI
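Assay system: HEK293 Y1/CNG channel cell line; Doses: single compound dose of 3.6 µM, 0.4% DMSO; Timing: dye 3 h, compound 60 min room temperature, stimulation 45 min; Technique: Membrane-potential fluorescent dye readout; Measure: % inhibition of NPY effect.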
BaF3 tox: parental Ba/F3 cell viability inhibition, counter-screen for JAK2V617F inhibitor project, murine pro-B, CellTiter-Glo luminescence | AID 1486, 2009 | CellTiter-Glo ATP luminescence | inhibition, % at 5.6 µM | 220,000 tested, 1.1% active;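 active = inhibition above a per-campaign cutoff, the mean inhibition of all tested compounds plus 3 SD, cut at about 27% in these data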;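 also: 0% = DMSO wells and 100% = JAK Inhibitor I control wells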
CHOP inh: inhibitors of CHOP promoter induction, primary screen, cell-based, unfolded protein response, luciferase reporter. inhibition, % at 10 µM. CHO-K1 CHOP-promoter luciferase, tunicamycin-induced, 15-18 h. 220,000 tested, 3.8% active;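 active = compounds that reduced the stress-induced luciferase reporter signal by more than about 70% of percent inhibition, limit read from the data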;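 also: 0% = tunicamycin plus vehicle and 100% = wells without tunicamycin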
NCF1 inh: p47phox/p22phox peptide binding inhibitors, primary screen, biochemical, uHTS, NADPH oxidase regulatory subunit. Neutrophil cytosol factor 1 (Homo sapiens), P14598. 220,000 tested, 0.53% active. AID 1274, 2008. inhibition, % at 24.7 µM. fluorescence polarization, 2 h;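 active = inhibition above about 30%, limit read from the data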;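 also: 0% = p47phox with labelled peptide and 100% = labelled peptide alone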
S1P4 antag: S1P4 receptor antagonists, primary screen, cell-based | 220,000 tested, 0.26% active | inhibition, % at 4.98 µM | Sphingosine 1-phosphate receptor 4 (Homo sapiens), O95977 | AID 1510, 2009 | S1P4-expressing cells, antagonist mode, reporter read-out; in the data active = inhibition above about 29%;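 also: 0% = wells stimulated with agonist and 100% = vehicle wells without agonist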
Target sequence (O95977 whole entry, looked up): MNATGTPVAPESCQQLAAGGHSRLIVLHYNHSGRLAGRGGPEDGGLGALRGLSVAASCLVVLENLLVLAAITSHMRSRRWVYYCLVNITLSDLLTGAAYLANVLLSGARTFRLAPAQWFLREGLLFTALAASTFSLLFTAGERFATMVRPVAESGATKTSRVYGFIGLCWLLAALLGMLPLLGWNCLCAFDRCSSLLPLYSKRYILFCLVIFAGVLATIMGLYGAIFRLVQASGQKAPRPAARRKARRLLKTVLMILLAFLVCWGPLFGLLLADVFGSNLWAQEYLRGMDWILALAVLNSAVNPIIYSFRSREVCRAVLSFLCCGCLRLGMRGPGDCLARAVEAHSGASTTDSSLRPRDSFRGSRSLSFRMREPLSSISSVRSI
NPY-Y1 PAM-ag: NPY-Y1 receptor potentiators or agonists, primary screen, cell-based; NPY-Y1 expressing cells, potentiator/agonist activation; activation, % at 3.6 µM; 220,000 tested, 0.37% active; AID 1304, 2008; in the data active = activation above about 33%, passing the limit was not always enough;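 also: cells stimulated with NPY at EC10 then isoproterenol at EC100; 0% = low agonist plus stimulus and 100% = saturating agonist plus stimulus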
NPY-Y2 PAM-ag: NPY-Y2 potentiators or agonists, primary screen, cell-based | cells expressing NPY-Y2, potentiator/agonist read-out | activation, % at 3.6 µM | 220,000 tested, 0.45% active; in the data active = activation above about 27%;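 also: cells stimulated with NPY near EC25 plus isoproterenol at EC100; 0% = vehicle plus submaximal agonist and 100% = vehicle plus saturating agonist; some results beyond the cut were filed as inactive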
S1P4 ag: S1P4 receptor agonists, primary screen, cell-based; Sphingosine 1-phosphate receptor 4 (Homo sapiens), O95977; S1P4-expressing cell line, agonist reporter assay; activation, % at 4.98 µM; 220,000 tested, 0.35% active; in the data active = activation above about 11%;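 also: 0% = DMSO vehicle and 100% = reference agonist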
Ba/F3 V617F tox: reduced viability of JAK2V617F-dependent Ba/F3 cells, primary screen, JAK2V617F inhibitor project, cell-based, Ba/F3 EpoR-JAK2V617F, luminescence; ATP luminescence; inhibition, % at 5.6 µM; 220,000 tested, 1.1% active; AID 1446, 2008;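 active = inhibition above the campaign mean plus 3 SD over all tested compounds, cut at about 24% in these data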;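 also: cytokine-independent growth of Ba/F3 cells driven by EpoR plus mutant JAK2; 0% = DMSO-treated cells and 100% = JAK inhibitor I control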
* hit, by the source's call; . = no result given. The order is random, and some 7.1% of all compounds hit somewhere here.

Value order: NPY-Y1 antag | BaF3 tox | CHOP inh | NCF1 inh | S1P4 antag | NPY-Y1 PAM-ag | NPY-Y2 PAM-ag | S1P4 ag | Ba/F3 V617F tox
COc1ccc(N(CC(=O)Nc2ccc3c(c2)OCO3)S(=O)(=O)c2ccc(C)cc2)cc1OC
 : 3 | 6 | -13 | -2 | -16 | 3 | -31 | -0.2 | -1
FC(F)(F)c1cc(-c2cccs2)n[nH]1
 : -6 | 3 | 29 | 1 | -7 | -2 | 0 | -1.3 | 3
CCCCc1nc(SCC(=O)Nc2nnc(CCCC)s2)n[nH]1
 : 3 | 7 | 19 | -14 | -3 | -18 | -15 | -0.1 | -1
Cc1ccccc1N=C1NC(=O)CS1
 : 11 | 1 | 5 | -18 | 6 | -10 | -27 | 1.2 | 2
COc1cccc(/C=C/C(=O)OCC(=O)NCC2CCCO2)c1OC (stereo not given)
 : 4 | 6 | -8 | 0 | -9 | -22 | -1 | -0.9 | 0
CCCOc1ccc(NC(=O)CC2C(=O)N(C)C(=S)N2Cc2ccc3c(c2)OCO3)cc1 (stereo not given)
 : -4 | 2 | 18 | -4 | -6 | -3 | 0 | -0.4 | 0
CN(C)c1ccc(/C=N/NC(=O)C2CC2c2ccccc2)cc1 (stereo not given)
 : 6 | 0 | 21 | -7 | -5 | -3 | 1 | 2.4 | 0
CCCc1nn(-c2ccccc2)c2c1C(c1cccs1)C(C#N)=C(N)O2 (stereo not given)
 : 8 | -1 | 108* | -6 | 1 | 26 | 8 | -1.5 | -3
CCC(=O)Nc1c(S(=O)(=O)c2ccc(C)cc2)c2nc3ccccc3nc2n1C(C)c1ccccc1 (stereo not given)
 : 2 | 4 | 26 | -13 | -12 | 5 | 1 | 0.3 | 3
NC(=O)CSc1nc2ccccc2c(=O)n1Cc1ccco1
 : -1 | 2 | 5 | -12 | -15 | 15 | 4 | -2.3 | 0
CC(C)(C)c1nnc2sc(SCC(=O)c3ccccc3)nn2c1=O
 : 1 | 1 | 19 | 0 | -35 | -8 | 0 | 0.2 | 1
O=[N+]([O-])c1ccc2nccn2c1
 : 0 | 5 | -8 | 5 | -11 | -9 | 6 | 1.7 | -1
Cc1[nH]c2ccccc2c1C(=O)NS(=O)(=O)Nc1ccc(Cl)cc1
 : 1 | 4 | 31 | -8 | -26 | 4 | 4 | 0.6 | 0
COc1ccccc1N1CCN(C(=O)c2ccc(S(=O)(=O)N3CCCCC3)cc2)CC1
 : -2 | 6 | 10 | -3 | 6 | -17 | -3 | 0.5 | -2
O=C(CSc1cccc[n+]1[O-])Nc1ccc([N+](=O)[O-])cc1Cl
 : 6 | 5 | 1 | -4 | -2 | 1 | 9 | -0.2 | 3
CC(=O)Nc1cccc(C(=O)NC(C)c2ccc(S(N)(=O)=O)cc2)c1 (stereo not given)
 : 17 | 2 | 3 | -15 | -8 | -6 | 5 | 1.4 | -3
COc1cc(-c2cc(C(=O)Nc3ccc(O)cc3)c3ccccc3n2)cc(OC)c1OC
 : . | 3 | 20 | -6 | 5 | 1 | 9 | 0.1 | 1
C=CCn1c(SCC(=O)NNC(=S)Nc2ccccc2)nnc1-c1ccccc1
 : . | 2 | 10 | -17 | -10 | 11 | 2 | 0.1 | -3
CC(C)n1c(O)c(N=NC(=O)Cc2csc(N3CCOCC3)n2)c2ccccc21
 : -1 | 8 | 27 | -10 | -2 | -1 | -7 | 0.4 | 4
Cn1c(=O)oc2cc(S(=O)(=O)N3CCCc4ccccc43)ccc21
 : 0 | 45* | . | 12 | -3 | -1 | 13 | -0.5 | 55*
O=C1C(C=NCCCn2ccnc2)=C(O)c2ccccc21
 : -2 | 6 | . | . | -6 | -10 | 7 | 1.2 | 4
COC(=O)[C@@]1(Cc2ccc(F)cc2)[C@H]2c3cc(C(=O)N(C)C)n(C[C@H](O)CO)c3C[C@H]2CN1C(=O)c1ccccc1
 : 5 | -3 | 7 | -11 | -2 | -6 | 6 | 0.9 | -3
Cc1c(OCc2ccc([N+](=O)[O-])cc2)ccc2c3c(c(=O)oc12)CCC3
 : -2 | 3 | 5 | -5 | -22 | 15 | 6 | 0.8 | -5
O=C(Cc1ccc(Cl)cc1Cl)Nc1cccc(S(=O)(=O)Nc2ccccc2F)c1
 : -3 | 9 | 87* | -2 | -22 | 0 | 6 | -0.7 | 3
O=C(CCc1ccccc1)Nc1cc(NC(=O)CCc2ccccc2)cc(C(=O)O)c1
 : 6 | 4 | 14 | -3 | 3 | 4 | -8 | 4.9 | 2
COc1ccc(Oc2nccc(-c3ccc(Cl)cc3)n2)cc1
 : 11 | 3 | 61 | -6 | -9 | -17 | 10 | -0.4 | -3
Cc1nn(C)c(C)c1/C=C(/C(=O)C(C)C)n1cncn1
 : . | -5 | -3 | -2 | 4 | -1 | -17 | -0.6 | 2
CC1(C)Cc2nc3sc(C(=O)NCCCO)c(N)c3cc2CO1
 : . | -2 | 0 | -17 | 2 | 8 | 14 | -0.3 | -3
COc1ccc(CCN(C)C(=O)CSc2nc3ncc(Cl)cc3[nH]2)cc1OC
 : 4 | 10 | 23 | 5 | -5 | -20 | -19 | 0.4 | 3
Cc1nnc2n1CCCCC2
 : . | -10 | -4 | -2 | -3 | 2 | 8 | 2.2 | 2
COc1ccc(/C=C2\CCn3c2nc2cc(C(=O)O)ccc2c3=O)cc1O
 : -4 | 2 | 13 | -5 | -16 | -22 | -3 | 1.8 | -1
COc1ccc(-c2nnc(-c3cccnc3)o2)cc1OC
 : -4 | 4 | -44 | -1 | 11 | -11 | -4 | 2.4 | 2
O=C1C(Oc2ccc(Cl)cc2)C(c2ccc3c(c2)OCO3)N1CC1CCCO1 (stereo not given)
 : 5 | 12 | 16 | -3 | 8 | 5 | -12 | -0.3 | 0
O=C(NNC(=O)c1cccs1)c1ccncc1
 : 1 | 5 | 1 | 3 | -3 | -1 | -6 | -0.3 | 1
CCOc1ccccc1/C=C(/NC(=O)c1ccccc1)C(=O)N(CC)CC
 : -2 | 8 | 21 | -5 | -8 | 10 | 3 | 1.8 | 4
COc1ccc(N2CCN(C(=O)COc3ccc(Cl)cc3Cl)CC2)cc1
 : 2 | 2 | 50 | -8 | -10 | -8 | 2 | -4.2 | -4
Cc1cccc(OC(=O)n2c(=S)oc3cc(Cl)ccc32)c1
 : 1 | 2 | -4 | 7 | -5 | -17 | 2 | -0.7 | -4
COc1ccc2c(Cl)c(C(N)=O)sc2c1
 : 0 | 7 | 10 | -7 | -9 | 8 | -6 | 0.8 | 1
COc1ccc(/C(N)=N/OC(=O)N2CCOCC2)cc1
 : -4 | 4 | 1 | -6 | 6 | 6 | -4 | 1.5 | 4
Cn1c(=O)c2c([nH]c(OCc3ccc(Cl)cc3Cl)[n+]2Cc2ccc(F)cc2)n(C)c1=O
 : . | -4 | 38 | 15 | -3 | 17 | 17 | -1.4 | -3
CCCCNC(=O)NNC(=O)c1cc(C)on1
 : . | 3 | -20 | 1 | -7 | -8 | -19 | -1.7 | -5
CCOC(=O)NC(=O)CSc1nc(-c2ccc(C)c(C)c2)cn1-c1ccccc1
 : 3 | 6 | 24 | -41 | -8 | -2 | 10 | 0.1 | 3
CS(=O)(=O)N(CCC(=O)O)Cc1ccccc1
 : -5 | 0 | -11 | -9 | -10 | 4 | 10 | -3.8 | -2
COc1ccc(NC(=O)CSc2ncccc2C(=O)OC(C)C)cc1OC
 : 4 | 9 | 71* | -5 | 8 | 7 | -3 | 2.9 | 1
O=C1CC(c2ccc(F)cc2)CC(O)=C1C=NCCN1CCNCC1 (stereo not given)
 : 0 | 3 | -9 | -12 | -6 | -7 | -8 | -0.9 | 2
COc1ccc(/C=C(\NC(=O)c2ccccc2)C(=O)N/N=C/c2sccc2C)cc1
 : 2 | 5 | -12 | 6 | -16 | -40 | -20 | 2.4 | 3
CCC1(C)Cc2c(sc(NC(=O)CCC(=O)O)c2C#N)CO1 (stereo not given)
 : 3 | 3 | 12 | -1 | -11 | -6 | -2 | 0.9 | 4
C/C(CC(=O)NC12CC3CC(CC(C3)C1)C2)=N\NC(=O)c1ccc(C)cc1
 : -2 | 3 | -5 | -8 | -19 | -1 | -7 | 0.2 | -2
COc1ccc(-c2c3c(cc(C)[n+]2[O-])oc2ccc(OC)cc23)cc1
 : 6 | 4 | 13 | 6 | -5 | -19 | 15 | 1.5 | -1
CC(C)C1OC2(C)OC(=N)C1(C#N)C(C#N)(C#N)C2c1ccccc1 (stereo not given)
 : 0 | 5 | -84 | -21 | -11 | 6 | 15 | 2.0 | 3
O=S(=O)(NCc1ccccn1)c1ccc(Cl)s1
 : 4 | 3 | 8 | 0 | -11 | -4 | 0 | 1.1 | 2
COc1ccc(OCC(O)Cn2c(=N)n(CCN3CCCCC3)c3ccccc32)cc1 (stereo not given)
 : 34* | 14 | 42 | -2 | 7 | -43 | -20 | -0.6 | 34*
CCN(CC)S(=O)(=O)c1cccc(N=NC2=C(O)CCCC2=O)c1
 : 2 | 3 | 42 | -15 | -6 | -23 | 11 | 0.8 | 0
COc1cc(OC)c(S(=O)(=O)N2CCCCC2)cc1S(=O)(=O)N1CCCCC1
 : 4 | 4 | 31 | -2 | -15 | -4 | -8 | 0.8 | 0
COc1ccc(-c2cc(N)n(S(=O)(=O)c3c(F)c(F)c(F)c(F)c3F)n2)cc1OC
 : 87* | 23 | . | -12 | 26 | -90 | -27 | 0.4 | 45*
O=C(c1ccc2c(c1)C(=O)N(Cc1ccco1)C2=O)N1CCOCC1
 : -3 | 0 | 11 | 0 | -7 | -3 | -3 | 2.2 | 1
Cc1cc([N+](=O)[O-])ccc1NC(=O)C(C)[n+]1ccccc1 (stereo not given)
 : 3 | 5 | 7 | -12 | -13 | 10 | 0 | 1.5 | 0
Cc1onc(-c2ccccc2Cl)c1C(=O)Nc1nn[nH]n1
 : -6 | 0 | -15 | 2 | 3 | 23 | -8 | 0.5 | -2
COc1ccccc1C(=O)n1nc(-c2ccc(Cl)cc2)nc1N
 : 1 | 5 | 52 | -4 | -4 | 9 | -5 | 5.2 | 3

Profiles, quoted from the list. Order of screens: NPY-Y1 antag, BaF3 tox, CHOP inh, NCF1 inh, S1P4 antag, NPY-Y1 PAM-ag, NPY-Y2 PAM-ag, S1P4 ag, Ba/F3 V617F tox
Record of `COc1ccc(Oc2nccc(-c3ccc(Cl)cc3)n2)cc1` : 11, 3, 61, -6, -9, -17, 10, -0.4, -3
Record of `O=C(CSc1cccc[n+]1[O-])Nc1ccc([N+](=O)[O-])cc1Cl` : 6, 5, 1, -4, -2, 1, 9, -0.2, 3
Record of `COc1ccc(-c2cc(N)n(S(=O)(=O)c3c(F)c(F)c(F)c(F)c3F)n2)cc1OC` : 87*, 23, ., -12, 26, -90, -27, 0.4, 45*

Screens from PubChem BioAssay.
